Source: PubChem
TRPC4 potent – allosterically enhances the mouse TRPC4 cation channel; B-score at 10 µM; Q9QUQ5; 310,000 compounds, 0.42% hits; AID 2227; HEK293 TRPC4beta/mu-opioid, DAMGO EC20, Fluo-4 Ca2+ flux; hits give high values;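 active = B-score of calcium response area above 5 SD of library B-scores, with initial fluorescence ratio within 5 SD of library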;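 note: B-score of integrated fluorescence ratio over time as area under calcium response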
Target sequence (Q9QUQ5 whole entry, looked up): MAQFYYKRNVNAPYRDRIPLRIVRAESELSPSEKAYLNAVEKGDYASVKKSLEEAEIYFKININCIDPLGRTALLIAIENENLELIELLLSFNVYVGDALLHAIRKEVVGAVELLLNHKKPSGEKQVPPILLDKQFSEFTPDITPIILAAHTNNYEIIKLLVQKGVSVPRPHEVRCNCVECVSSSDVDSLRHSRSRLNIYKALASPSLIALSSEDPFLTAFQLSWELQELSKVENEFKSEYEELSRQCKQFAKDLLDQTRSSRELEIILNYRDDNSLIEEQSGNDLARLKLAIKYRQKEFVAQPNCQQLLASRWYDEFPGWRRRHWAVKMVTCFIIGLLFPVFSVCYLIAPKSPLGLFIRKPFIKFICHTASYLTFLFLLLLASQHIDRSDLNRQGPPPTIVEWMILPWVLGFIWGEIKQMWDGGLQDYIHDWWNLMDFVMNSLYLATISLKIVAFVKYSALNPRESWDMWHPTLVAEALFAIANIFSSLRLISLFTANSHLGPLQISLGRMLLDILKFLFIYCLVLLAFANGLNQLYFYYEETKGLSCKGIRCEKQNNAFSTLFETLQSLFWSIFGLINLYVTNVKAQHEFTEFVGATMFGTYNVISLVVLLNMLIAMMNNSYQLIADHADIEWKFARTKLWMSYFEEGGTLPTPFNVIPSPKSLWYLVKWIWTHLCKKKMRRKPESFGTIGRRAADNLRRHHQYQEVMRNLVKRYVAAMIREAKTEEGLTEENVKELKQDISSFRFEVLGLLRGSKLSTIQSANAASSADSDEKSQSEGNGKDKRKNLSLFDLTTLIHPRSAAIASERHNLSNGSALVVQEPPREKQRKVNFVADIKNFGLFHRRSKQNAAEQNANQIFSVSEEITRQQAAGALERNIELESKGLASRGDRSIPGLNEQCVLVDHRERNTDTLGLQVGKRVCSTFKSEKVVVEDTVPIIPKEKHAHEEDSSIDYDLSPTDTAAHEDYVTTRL
ANO1 block – mouse TMEM16A channel inhibition, primary screen | Q8BHY3 | 310,000 compounds, 1.2% hits | normalized B-score (activity score, 25-100; higher = stronger inhibition) at 10 µM | HEK293 TMEM16A/YFP iodide influx fluorescence, ionomycin | AID 588511;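 active = ratio plate-corrected score three or more library SD toward inhibition, starting fluorescence score within five deviations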;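 note: score derived from kinetic fluorescence span divided by baseline fluorescence per well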
RGS4 inh – human RGS4 inhibition; P49798; HEK293 M3R/RGS4 inducible, Fluo-4 calcium flux; hits give high values; triggered by carbachol at its EC20; B-score at 10 µM; 310,000 compounds, 0.45% hits;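 active = B-score, a plate-corrected calcium signal, over three deviations above library mean, with baseline fluorescence within five deviations of library mean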;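 note: RGS4 expression induced by doxycycline in cells with stable M3 receptor; B-score is computed from the integrated fluorescence ratio over baseline after carbachol; higher B-score means a larger calcium signal and so more RGS4 inhibition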
TMEM16A act – activates or potentiates the mouse TMEM16A chloride channel. 340,000 compounds, 0.3% hits. B-score at 10 µM. AID 623877. Q8BHY3. HEK293 TMEM16A/YFP-H148Q/I152L, iodide quench fluorescence; hits give low values;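 active = fluorescence-ratio B-score plate-corrected deviation score at least 3 library SD below zero, with starting fluorescence score within 5 deviations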;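 note: channel opened by trigger with iodide after compound preincubation; score built on the fluorescence ratio of max minus min over baseline; more negative score means more quench and so TMEM16A activation or potentiation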
MrgX1 PAM – human MrgX1 positive allosteric modulation, primary screen; Q96LB2; MrgX1-HEK293, Fluo-4 calcium flux, FDSS; hits give high values; B-score at 10 µM; 310,000 compounds, 0.63% hits;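 active = plate-corrected calcium response at least 3 library SD above typical, normal starting fluorescence, not activating the receptor alone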;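 note: compound read alongside a low EC10 to EC30 dose of BAM8-22 agonist; peak minus trough fluorescence over baseline measured at the second addition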
TRPC6 activator – activators of mouse TRPC6 channel; AID 2550; HEK293-TRPC6 membrane potential dye fluorescence; hits give high values; B-score at 10 µM; 310,000 compounds, 0.13% hits; Q61143;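 active = B-score of the integrated fluorescence ratio above library mean plus 3 SD, and starting fluorescence ratio within library mean plus 5 SD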;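 note: higher score means more depolarization so channel activation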
TRPC4 act – activators of mouse TRPC4 channel; HEK293 TRPC4beta/mu-opioid, Fluo4 calcium fluorescence; hits give high values; B-score at 10 µM; 310,000 compounds, 0.49% hits; AID 2237;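 active = B-score above 5 SD of library B-scores, and initial fluorescence ratio not above library mean plus 5 SD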;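 note: positive B-score marks a calcium rise read as TRPC4 activation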
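Assay system: HEK293 stable line with TRPC4beta plus mu-opioid receptor; schedule: 45 min room-temperature Fluo4 loading, 110 s read; technique: kinetic Fluo4 calcium fluorescence; evaluation: integrated baseline-normalised fluorescence ratio, converted to per-well B score; controls: buffer (low) and maximal DAMGO (high)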
MrgX1 antagonist – antagonists of human MrgX1 receptor; MRGX1-HEK293 calcium flux, Fluo-4, BAM8-22 antagonism; hits give low values; B-score at 10 µM; Q96LB2; AID 588676; 310,000 compounds, 1.3% hits;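 active = calcium-response B-score plate-corrected more than 3 library SD below zero, starting fluorescence within 5 deviations, no agonist response on first addition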;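 note: peak minus trough fluorescence over baseline after final BAM8-22 challenge near maximal dose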
MrgX1 agonist – agonists of human MrgX1 receptor; B-score at 10 µM; Q96LB2; 310,000 compounds, 0.44% hits; MrgX1-HEK293 cells, Fluo-4 calcium fluorescence, agonist mode; hits give high values;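 active = calcium response B-score plate-corrected fluorescence ratio at least 3 library SD, with starting fluorescence B-score inside 5 SD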
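Test system: HEK293 cells stably expressing human MrgX1 receptor; amount: 15,000 cells per well; doses: compound delivered in addition one of three; times: overnight plating before 1 h dye loading; detection: Fluo-4 NW calcium-flux fluorescence, kinetic read; read-out basis: B-scored fluorescence response ratio; controls: positive and negative controls per plate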
TRPC4 block – inhibitors of mouse TRPC4 channel. HEK293 TRPC4beta/mu-opioid, DAMGO-evoked Fluo4 calcium flux; hits give low values. Q9QUQ5. B-score at 10 µM. 300,000 compounds, 0.39% hits;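 active = B-score over 3 SD under the library average, no early fluorescence shift, positive overall ratio signal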
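Test system – stable TRPC4beta/mu-opioid receptor HEK293 cells · Probe or stimulus – DAMGO, a submaximal dose followed by a maximal one · Dosing – one concentration per compound · Signal – Fluo4 calcium fluorescence by kinetic imaging, 5 s 1 Hz baseline · Evaluation – per-well B score of integrated baseline-normalized Fluo4 ratio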
TRPC6 inhibitor – inhibitors of mouse TRPC6 channel; HEK293-TRPC6, membrane potential dye, ACh-evoked depolarization; hits give low values; B-score at 10 µM; 310,000 compounds, 1.1% hits; Q61143;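 active = B-score under library mean minus 3 SD, initial fluorescence not abnormally high, positive integrated signal ratio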;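 note: B-score derived from integrated fluorescence ratio over the kinetic read; more negative B-score means stronger inhibition of depolarization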
Starred values were filed as active, the others as inactive; i = inactive; nt = not tested or not shown.

SMILES	TRPC4 potent	ANO1 block	RGS4 inh	TMEM16A act	MrgX1 PAM	TRPC6 activator	TRPC4 act	MrgX1 antagonist	MrgX1 agonist	TRPC4 block	TRPC6 inhibitor
COc1ccc(/C=C/C(=O)OCC(=O)NC(=O)NC(C)(C)C)cc1	i	i	i	i	i	i	i	i	i	i	i
CCSCCc1nnc(NC(=O)Nc2cccc(C(F)(F)F)c2)s1	i	i	i	i	i	i	i	i	i	i	i
CCCOc1cccc(CN2CCCCC2c2cccnc2)c1 (stereo not given)	i	i	i	i	i	i	i	i	i	i	i
COc1cccc(-c2nnc(-c3ccco3)o2)c1	i	i	i	i	i	i	i	i	i	i	i
CC(C)Cc1oc(C(=O)O)cc1CN	i	i	i	i	i	i	i	i	i	i	i
Fc1ccccc1Nc1nc(Cl)nc(Cl)n1	i	i	i	i	i	i	i	i	i	i	i
Cc1ccc(CNC(=O)C(=O)NCC2OCCN2C(=O)c2cccs2)cc1 (stereo not given)	i	i	i	i	i	i	i	i	i	i	i
O=C(CCN1CCOCC1)N1CCCC(Nc2ccc(F)cc2)C1 (stereo not given)	i	i	i	i	i	i	i	i	i	i	i
Cc1cc(C)nc(N2CCN(S(=O)(=O)c3ccc(F)cc3)CC2)n1	i	i	i	i	i	i	i	i	i	i	i
CC1(C)OC(=O)C2(Cc3ccccc3N3CCCCC32)C(=O)O1 (stereo not given)	i	i	i	i	i	i	i	i	i	i	i
N#CC(C(=O)CCN1C(=O)C2CC=CCC2C1=O)c1nc2ccccc2[nH]1 (stereo not given)	i	i	i	i	i	i	i	i	i	i	i
O=C(COc1ccccc1)Nc1ccc(S(=O)(=O)N2CCCC2)cc1	i	i	i	i	i	i	i	i	i	i	i
CC(Nc1cc(C)cc(C)c1)=[N+](C)CCNS(=O)(=O)c1ccc(Cl)cc1	i	i	i	i	i	i	i	i	i	i	i
O=C(NCC1CCCO1)c1ccccc1NC(=O)c1cccc2ccccc12 (stereo not given)	i	i	i	i	i	i	i	i	i	i	i
Cc1cccc(-c2nnc3n2N=C(c2ccc(Br)cc2)CS3)c1	i	i	i	nt	i	i	i	i	i	i	i
O=C(COc1ccc(C(=O)c2ccccc2)cc1)Nc1ncccc1O	i	i	i	i	i	i	i	i	i	i	i
C#CCSc1nnc(-c2cc3c(C(F)(F)F)nn(C)c3s2)n1C	i	i	i	i	i	i	i	i	i	i	i
Cc1ccccc1NC(=S)N/N=C/C(C)c1ccccc1 (stereo not given)	i	i	i	i	i	i	i	i	i	i	i
COc1ccc(N(C(=O)CNC(=O)c2cccs2)C(C(=O)NCC2CCCO2)c2ccccc2)cc1 (stereo not given)	i	i	i	i	i	i	i	i	i	i	i
Cc1cc(C(=O)COC(=O)c2ccc[nH]c2=O)c(C)n1-c1ccccc1	i	i	i	i	i	i	i	i	i	i	i
COc1ccc(CCN2CC(C(=O)NC3CCCCC3)CC2=O)cc1OC (stereo not given)	i	i	i	i	i	i	i	i	i	i	i
Cc1ccc([N+](=O)[O-])cc1NC(=O)C(C)Sc1nnc(C)n1CC1CCCO1 (stereo not given)	i	i	i	i	i	i	i	i	i	i	i
CCN(CC(=O)Nc1ccccc1OC)C(=O)/C=C/c1cccs1	i	i	i	i	i	i	i	i	i	i	i
COc1ccc(C2=NS(=O)(=O)N(C)C(C(=O)N(C)Cc3ccccc3)=C2)cc1	i	i	i	i	i	i	i	i	i	i	i
Cc1cc(C)nc(/N=C(\N)Nc2ccc(S(=O)(=O)Nc3nc(C)cc(C)n3)cc2)n1	i	i	i	nt	i	i	i	i	i	i	i
O=C(NCc1nc2ccccc2[nH]1)C1=C[C@H](C2CCCCC2)C[C@H](OCCCCO)O1	i	i	i	i	i	i	i	i	i	i	i
CC1(C)CC(NC(=O)C(=O)NCCc2ccc(Cl)cc2)CC(C)(C)N1	i	i	i	i	i	i	i	i	i	i	i
O=C(CN1CCCCCC1)Nc1ccccc1	i	i	i	i	i	i	i	i	i	i	i
O=C(NNc1nc2cc3c(cc2s1)OCO3)c1ccc(F)cc1	i	i	i	i	i	i	i	i	i	i	i
O=C1SC(Cc2ccccc2)C(=O)N1c1ccccc1 (stereo not given)	i	i	i	i	i	i	i	i	i	i	i
Cc1ccc(C(C[N+](=O)[O-])c2c(C)[nH]n(-c3ccccc3)c2=O)cc1 (stereo not given)	i	i	6.7*	i	i	i	i	i	36*	i	i
O=C(C1CCCO1)N1CCN(C(=S)Nc2ccc(Cl)cc2)CC1 (stereo not given)	i	i	i	i	i	i	i	i	i	i	i
COc1cccc(/C=N/n2c(N)c(S(=O)(=O)c3cccs3)c3nc4ccccc4nc32)c1	i	i	i	i	i	i	i	i	i	i	i
COC(=O)c1c(NC(=O)C2CC(=O)NN2Cc2ccccc2)sc(C)c1C (stereo not given)	i	i	i	i	i	i	i	i	i	i	i
CC(=O)C1C(=O)C=C(c2ccco2)CC1c1ccccc1 (stereo not given)	i	i	i	i	i	i	i	i	i	i	i
C/C(=N\NC(=S)Nc1ccc(C)c(C)c1)c1ccc(N2CCOCC2)cc1	i	i	i	i	i	i	i	i	i	i	i
COc1ccc(N(CC(=O)NC2CCCCCC2)S(=O)(=O)c2c(C)nn(C)c2C)cc1	nt	i	nt	i	i	nt	nt	i	i	nt	nt
CC(=O)OCC(=O)Nc1ccccc1OC(F)F	i	i	i	i	i	i	i	i	i	i	i
C=CCNC(=S)NN=C1CCC(c2ccccc2)CC1 (stereo not given)	i	i	i	i	i	i	i	i	i	i	i
CCOC(=O)N1CCC(N(C(=O)Nc2ccc(CC)cc2)C(C)CC)CC1 (stereo not given)	i	i	i	i	i	i	i	i	i	i	i
CN(Cc1cn(C)nc1-c1cccc(Cl)c1)C1CCOCC1	i	i	i	i	i	i	i	i	i	i	i
CCCCn1c(Cl)nc2c1c(=O)n(C)c(=O)n2C	i	i	i	i	i	i	i	i	i	i	i
CC(C)C(=O)NN1c2ccccc2CCc2ccccc21	i	i	i	i	i	i	i	i	i	i	i
O=c1oc2ccccc2c2c1nc(C(F)(F)F)n2-c1ccccc1	i	i	i	i	i	i	i	i	i	i	i
Oc1c(C(Nc2ccccn2)c2cccnc2)cc(Cl)c2cccnc12 (stereo not given)	i	i	i	i	i	i	i	i	i	i	i
CC(=O)c1cnc(N(C)C)s1	i	i	i	i	i	i	i	i	i	i	i
CCc1c(C)nc2c(-c3ccccc3OC)c(C)[nH]n2c1=O	i	i	i	i	i	i	i	i	i	i	i
O=C(O)CC/C(=N\Nc1ccc([N+](=O)[O-])cc1S(=O)(=O)N1CCOCC1)c1cccs1	i	i	i	i	i	i	i	i	i	i	i
CCc1c(C)nc2ncnn2c1N1CCCC(C(=O)Nc2ccc(NC(C)=O)cc2)C1 (stereo not given)	i	i	i	i	i	i	i	i	i	i	i
C[n+]1ccccc1C1CCCC/C1=N\NC(N)=S (stereo not given)	i	i	i	i	i	i	i	i	i	i	i

Random excerpt: 3 entries already listed.
SMILES	TRPC4 potent	ANO1 block	RGS4 inh	TMEM16A act	MrgX1 PAM	TRPC6 activator	TRPC4 act	MrgX1 antagonist	MrgX1 agonist	TRPC4 block	TRPC6 inhibitor
CCc1c(C)nc2ncnn2c1N1CCCC(C(=O)Nc2ccc(NC(C)=O)cc2)C1 (stereo not given)	i	i	i	i	i	i	i	i	i	i	i
CC(=O)c1cnc(N(C)C)s1	i	i	i	i	i	i	i	i	i	i	i
C[n+]1ccccc1C1CCCC/C1=N\NC(N)=S (stereo not given)	i	i	i	i	i	i	i	i	i	i	i

Later entries.
SMILES	TRPC4 potent	ANO1 block	RGS4 inh	TMEM16A act	MrgX1 PAM	TRPC6 activator	TRPC4 act	MrgX1 antagonist	MrgX1 agonist	TRPC4 block	TRPC6 inhibitor
CCn1cc(C(=O)N2CCCc3ccccc32)c2cc(OC)c(OC)cc2c1=O	i	i	i	i	i	i	i	i	i	i	i
Cc1ccc(-n2ncc3c(=O)n(CC(=O)NC4CCCCC4)cnc32)cc1C	i	i	i	i	i	i	i	i	i	i	i
Cc1ccccc1C(=O)NCC(=O)OC(C)C(=O)NCc1ccco1 (stereo not given)	i	i	i	i	i	i	i	i	i	i	i
Cc1cc(OCC(O)CN(CCO)CCO)ccc1Cl (stereo not given)	i	i	i	i	i	i	i	i	i	i	i
CCCCn1c(N)c(N(CC(C)C)C(=O)CSCC(=O)Nc2cccc(C)c2)c(=O)[nH]c1=O	i	i	i	i	i	i	i	i	i	i	i
CCOC(=O)c1sc(=S)n(-c2ccc3c(c2)OCO3)c1N	i	i	i	i	i	i	i	i	i	i	i
CC(=O)c1ccc(NC(=O)CCc2nnc3ccc(NCc4ccco4)nn23)cc1	i	i	i	i	i	i	i	i	i	i	i
CC(C)=C1SC(N2CCN(c3ccc(C)cc3)CC2)=NC1=O	i	i	i	i	i	i	i	i	i	i	i
CCN(CC(=O)Nc1ccc2c(c1)OCCO2)C(=O)C1CC(=O)N(c2ccc(OC)cc2OC)C1 (stereo not given)	i	i	i	i	i	i	i	i	i	i	i
COc1ccc(C(=O)CSc2nc(-c3ccccn3)nc(C)c2Cl)cc1	i	i	i	i	i	i	i	i	i	i	i
CCCCN(CCCC)S(=O)(=O)c1c(C)[nH]c(=O)[nH]c1=O	i	i	i	i	i	i	i	i	i	i	i
Cc1cc(NS(=O)(=O)c2ccc(NC(=O)Cc3ccccc3)cc2)nc(C)n1	i	i	i	i	i	i	i	i	i	i	i
CC(C)C(NC(=O)C12CC3CC(CC(C3)C1)C2)C(=O)N/N=C/C1=C(N2CCOCC2)C(=C\c2cccc([N+](=O)[O-])c2)/CC1 (stereo not given)	i	i	i	i	i	i	i	i	i	i	i
COc1ccc(CCN2C(=O)CCC2(C)C(=O)NC2CCCC2)cc1OC (stereo not given)	i	i	i	i	i	i	i	i	i	i	i
CCc1ccc(C(=O)NNc2ccccc2F)cc1	i	i	i	i	i	i	i	i	i	i	i

Not a hit list; about 5.8% have a hit in one of these screens.
